Ba/F3 V617F tox = lowers viability of Ba/F3 cells expressing EpoR and JAK2V617F; ATP luminescence; inhibition, % at 5.6 µM; hit rate 1.1% among 220,000; AID 1446;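 active = inhibition above the campaign mean plus 3 SD over all tested compounds, cut at about 24% in these data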;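 also: cytokine-independent growth of Ba/F3 cells driven by EpoR plus mutant JAK2; 0% = DMSO-treated cells and 100% = JAK inhibitor I control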
EP2 antag = EP2 receptor (human) inhibition; C6 glioma cells expressing human EP2, cAMP TR-FRET; cells stimulated with saturating PGE2; inhibition, % at 25 µM; P43116; hit rate 0.52% among 260,000;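 active = percent inhibition above 40 after rounding to a whole number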;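 also: rat C6 glioma host cells with rolipram phosphodiesterase inhibitor present; the protocol text gives 20 µM as final concentration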
RBBP9 inh = human RBBP9 hydrolase inhibition | hit rate 0.2% among 220,000 | AID 1515 | inhibition, % at 7.94 µM | recombinant RBBP9, FP-Rh probe fluorescence polarization;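 active = inhibition above the campaign mean of all tested compounds plus 3 SD, cut at about 14% in these data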;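 also: plate controls were DMSO wells with RBBP9 for no effect and wells lacking RBBP9 protein for full effect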
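system = RBBP9 protein | input = RBBP9 at 2.5 µM in dispensed solution, before mixing | measured by = fluorescence polarization (mP), excitation 525 nm, emission 598 nm | incubation = enzyme-compound preincubation 30 min, then probe labeling 45 min, 25 °C | buffer or medium = Tris-NaCl-Pluronic buffer, pH 8.0 | compound = single dose 7.94 µM | also added = FP-Rh probe, 375 nM dispensing solution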
p97 inhibitor = inhibitors of human p97 ATPase; P55072; recombinant p97 ATPase, Kinase-Glo ATP luminescence, 3 h; inhibition, % at 8 µM; hit rate 0.42% among 220,000; AID 1481; in the data active = inhibition above about 15%;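 also: 0% = DMSO vehicle and 100% = wells lacking enzyme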
BaF3 tox = parental Ba/F3 viability inhibition as JAK2V617F counter-screen. hit rate 1.1% among 220,000. CellTiter-Glo ATP luminescence. inhibition, % at 5.6 µM;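 active = inhibition above a per-campaign cutoff, the mean inhibition of all tested compounds plus 3 SD, cut at about 27% in these data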;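 also: 0% = DMSO wells and 100% = JAK Inhibitor I control wells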
Tb hexokinase = T. brucei hexokinase 1 inhibition. hit rate 0.11% among 220,000. inhibition, % at 10 µM. recombinant TbHK1, G6PDH-coupled NADH A340;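 active = inhibition of 50% or more in the single-dose primary screen; inactive = inhibition below 50%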
PPC-1+TRAIL kill = kills PPC-1 cancer cells in the presence of TRAIL; PPC-1 cells + TRAIL, ATPLite viability luminescence; AID 1443; cell killing (% activity), % at 4 µM; hit rate 0.41% among 220,000;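 active = cell killing above 50% in the first pass at 4 µM, then a duplicate retest at 5 µM averaging 50% or more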;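 also: plate controls were cells with TRAIL plus DMSO for no effect and medium-only wells lacking cells for full effect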
Furin inh = blocks human furin protease activity | hit rate 0.061% among 220,000 | inhibition, % at 30 µM | purified furin, fluorogenic substrate cleavage; in the data active = inhibition above about 25%; also: inactives centre near -15
Target sequence (P09958 108-714 limits assumed): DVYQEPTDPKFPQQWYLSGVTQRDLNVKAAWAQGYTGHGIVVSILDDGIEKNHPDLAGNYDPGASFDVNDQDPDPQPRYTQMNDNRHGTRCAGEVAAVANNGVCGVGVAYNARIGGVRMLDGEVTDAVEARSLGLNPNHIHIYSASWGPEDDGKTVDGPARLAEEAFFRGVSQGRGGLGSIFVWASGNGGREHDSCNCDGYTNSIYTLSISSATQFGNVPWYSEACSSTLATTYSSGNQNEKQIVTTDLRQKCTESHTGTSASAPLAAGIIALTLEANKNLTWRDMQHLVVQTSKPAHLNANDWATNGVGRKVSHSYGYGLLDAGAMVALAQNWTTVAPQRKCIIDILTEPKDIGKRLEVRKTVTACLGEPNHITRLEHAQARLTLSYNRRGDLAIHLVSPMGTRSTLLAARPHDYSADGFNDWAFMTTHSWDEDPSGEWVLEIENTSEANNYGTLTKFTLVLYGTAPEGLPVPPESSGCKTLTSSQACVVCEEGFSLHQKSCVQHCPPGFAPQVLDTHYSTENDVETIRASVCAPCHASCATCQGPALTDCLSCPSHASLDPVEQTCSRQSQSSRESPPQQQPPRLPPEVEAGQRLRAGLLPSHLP
NCF1 inh = inhibitors of human p47phox binding. hit rate 0.53% among 220,000. inhibition, % at 24.7 µM. AID 1274. p47phox/p22phox peptide binding, fluorescence polarization, 2 h;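 active = inhibition above about 30%, limit read from the data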;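 also: 0% = p47phox with labelled peptide and 100% = labelled peptide alone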
Target sequence (P14598 whole entry, looked up): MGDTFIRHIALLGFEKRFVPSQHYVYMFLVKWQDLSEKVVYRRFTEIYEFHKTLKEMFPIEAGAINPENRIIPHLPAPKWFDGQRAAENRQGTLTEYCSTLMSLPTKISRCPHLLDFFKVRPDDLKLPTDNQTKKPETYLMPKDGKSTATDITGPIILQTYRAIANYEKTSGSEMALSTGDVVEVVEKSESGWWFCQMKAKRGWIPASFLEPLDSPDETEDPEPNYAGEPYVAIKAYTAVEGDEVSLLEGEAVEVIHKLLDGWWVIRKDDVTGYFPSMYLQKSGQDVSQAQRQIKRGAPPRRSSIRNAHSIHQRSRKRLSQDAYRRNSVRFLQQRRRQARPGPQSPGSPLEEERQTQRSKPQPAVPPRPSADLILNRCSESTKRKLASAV
The depositor's hits bear a star; / = not tested or not shown; & = joins results of further samples; [ ] = remark or other dose.

A first look (15 entries):
Order of results – p97 inhibitor, RBBP9 inh, Tb hexokinase, Ba/F3 V617F tox, NCF1 inh, Furin inh, PPC-1+TRAIL kill, BaF3 tox, EP2 antag
O=[N+]([O-])c1cc(/C=N/Nc2nc(N3CCCCC3)nc(N3CCCCC3)n2)ccc1O
 : 7, -3, -49, -2, 4, -22, 15, 10, 9
Cc1ccccc1-c1nnc(SCC(=O)Nc2c(C)n(C)n(-c3ccccc3)c2=O)o1
 : 3, 0, 4, 2, /, -9[20 µM], /, 8, 4
Cc1cc(C)c(-n2c(SCCS(=O)(=O)c3ccc(F)cc3)n[nH]c2=O)c(C)c1
 : 3, 4, -3, -2, 2, -12, 6, -6, 10
O=C(C(=O)N1CCc2ccccc2C1)c1c[nH]c2ccccc12
 : 0, -4, -8, 6, 1, -22, 21, 11, 10
CN(C)CCCN(C(=O)c1ccc2c(c1)CCCC2)c1nc2ccc(F)cc2s1
 : 2, -6, 12, -1, -13, -20, 12, 4, 6
COc1cc(SC)ccc1C(=O)OC1CCOC1=O (stereo unspecified)
 : 4, -6, 1, 2, -12, -8, -7, 10, 4
CN(C)/C=C(\C=O)c1onc(-c2ccccc2Cl)c1C#N
 : 5, -4, -11, -2, -7, -10, -6, 7, 10
COCCNC(=O)c1ccc(Cn2c(=S)[nH]c3cc4c(cc3c2=O)OCO4)cc1
 : 2, -13, -13, -2, -6, -10, -1, 6, 7
CCOC(=O)N1CCN(CC(=O)Nc2c(C(=O)OC)[nH]c3ccccc23)CC1
 : 2, -8, 1, -1, -9, -16, 0, 5, 5
Cc1ccc(C(=O)NCCc2cccs2)cc1
 : 1, -4, 0, 1, -1, -6, 69*[5 µM], 10, 4
CC1=C[C@H]2OC(=O)[C@@H](C)[C@H]2C[C@@H]2[C@H]1C[C@@H](O)[C@@]2(C)O
 : /, /, -2, /, -4, 3, 12, /, 14
COc1ccc(OC(C)c2ccc(C#N)c(=O)[nH]2)cc1 (stereo unspecified)
 : 5, 0, -11, 2, -4, -19, 19, 6, 4
COC(=O)c1c(NC(=O)CSc2nc3nc(C)cc(C)n3n2)sc(C)c1C
 : 3, -11, 32, 0, 2, -14, 13, 5, 6
CC(=O)c1nnn(-c2cccc([N+](=O)[O-])c2)c1C
 : 1, 5, -4, -3, -1, -23, 6, 1, 7
NC1=C(Br)C(=O)c2ccccc2C1=O
 : 2, 1, 7, 5, 6, -27, 16, -1, 11

This part in full, previewed entries included:
Order of results – p97 inhibitor, RBBP9 inh, Tb hexokinase, Ba/F3 V617F tox, NCF1 inh, Furin inh, PPC-1+TRAIL kill, BaF3 tox, EP2 antag
O=[N+]([O-])c1cc(/C=N/Nc2nc(N3CCCCC3)nc(N3CCCCC3)n2)ccc1O
 : 7, -3, -49, -2, 4, -22, 15, 10, 9
Cc1ccccc1-c1nnc(SCC(=O)Nc2c(C)n(C)n(-c3ccccc3)c2=O)o1
 : 3, 0, 4, 2, /, -9[20 µM], /, 8, 4
Cc1cc(C)c(-n2c(SCCS(=O)(=O)c3ccc(F)cc3)n[nH]c2=O)c(C)c1
 : 3, 4, -3, -2, 2, -12, 6, -6, 10
O=C(C(=O)N1CCc2ccccc2C1)c1c[nH]c2ccccc12
 : 0, -4, -8, 6, 1, -22, 21, 11, 10
CN(C)CCCN(C(=O)c1ccc2c(c1)CCCC2)c1nc2ccc(F)cc2s1
 : 2, -6, 12, -1, -13, -20, 12, 4, 6
COc1cc(SC)ccc1C(=O)OC1CCOC1=O (stereo unspecified)
 : 4, -6, 1, 2, -12, -8, -7, 10, 4
CN(C)/C=C(\C=O)c1onc(-c2ccccc2Cl)c1C#N
 : 5, -4, -11, -2, -7, -10, -6, 7, 10
COCCNC(=O)c1ccc(Cn2c(=S)[nH]c3cc4c(cc3c2=O)OCO4)cc1
 : 2, -13, -13, -2, -6, -10, -1, 6, 7
CCOC(=O)N1CCN(CC(=O)Nc2c(C(=O)OC)[nH]c3ccccc23)CC1
 : 2, -8, 1, -1, -9, -16, 0, 5, 5
Cc1ccc(C(=O)NCCc2cccs2)cc1
 : 1, -4, 0, 1, -1, -6, 69*[5 µM], 10, 4
CC1=C[C@H]2OC(=O)[C@@H](C)[C@H]2C[C@@H]2[C@H]1C[C@@H](O)[C@@]2(C)O
 : /, /, -2, /, -4, 3, 12, /, 14
COc1ccc(OC(C)c2ccc(C#N)c(=O)[nH]2)cc1 (stereo unspecified)
 : 5, 0, -11, 2, -4, -19, 19, 6, 4
COC(=O)c1c(NC(=O)CSc2nc3nc(C)cc(C)n3n2)sc(C)c1C
 : 3, -11, 32, 0, 2, -14, 13, 5, 6
CC(=O)c1nnn(-c2cccc([N+](=O)[O-])c2)c1C
 : 1, 5, -4, -3, -1, -23, 6, 1, 7
NC1=C(Br)C(=O)c2ccccc2C1=O
 : 2, 1, 7, 5, 6, -27, 16, -1, 11
CC/C(C)=N\N=C\c1c(O)n(CC)c2cc(C3=NNC(=O)CC3)ccc12
 : -1, 0, -26, -1, -24, -10[20 µM], 8, 0, 17
O=C(Nc1cccnc1Oc1ncnc2cc(Cl)ccc12)c1ccc(F)cc1
 : 8, -4, -5, -3, -3, -20, 6, 3, 7
Cc1ccc(N2C(S)=C(C#N)C(=O)NC23CCCCC3)cc1
 : 5, -3, 0, 0, -4, 2, -4, 4, 9
O=c1c2ccccc2c(C=NCCO)c(O)n1-c1ccccc1
 : -3, -14, -13, 4, -2, -3, 11, 1, 5
CC(O)CNc1nc2sc3c(c2c(=O)n1CCc1ccccc1)CCCCC3 (stereo unspecified)
 : -5, -3, -7, 8, -40, -8, 16, 5, 6
NC(=O)CC(NC(=O)Cc1ccc(Br)cc1)c1ccc(NC2CCC2)c([N+](=O)[O-])c1 (stereo unspecified)
 : /, /, -4, /, 0, -11, 10, /, 5
Cc1ccc(C)c(Nc2nc3nonc3nc2N2CCOCC2)c1
 : 6, -6, -29, 1, -10, -7[20 µM], -2, 3, /
O=C(NC(C(=O)c1ccccc1)N1CCOCC1)c1ccccc1 (stereo unspecified)
 : -2, -10, 1, 4, -9, -8, -13, 2, 9
CCCCc1nnc2c(N(C)S(=O)(=O)c3ccc(C)cc3)nc3ccccc3n12
 : 0, -7, -5, -1, -11, -9, -9, -1, 10
Cc1cc(C)n(C(=O)Cn2nc([N+](=O)[O-])c(Br)c2C)n1
 : -3, -7, -6, 1, -4, -22, 11, 4, 2
C=CCn1c(=O)c2ccccc2n2c(SCC(N)=O)nnc12
 : -1, -7, -7, -4, -1, -20[20 µM], -1, 1, 15
CC1Cc2ccccc2N1C(=O)c1ccnc(C(C)(C)C)c1 (stereo unspecified)
 : -9, -8, -10, -3, -9, -23[20 µM], 28, -1, 6
O=C(NCCN1CCCC1)c1ccc(Cl)cc1
 : 4, -7, -7, -3, -3, -25, 4, 9, 7
CCCCC(=O)NC1(C(F)(F)F)C(=O)Nc2c1c(=O)[nH]c(=O)n2Cc1ccco1 (stereo unspecified)
 : 3, -4, 3, -5, -6, 20[20 µM], -6, 3, 6
O=C(NCc1cccs1)C1CCN(c2ccc(S(=O)(=O)N3CCOCC3)cc2Cl)CC1
 : -3, -1, -7, 73*, 11, -10, 19, 78*, 5&9
C=CCn1c(SCC2CCCCO2)nc2sc(CC)cc2c1=O (stereo unspecified)
 : -4, 1, -8, -4, -3, -4, 7, -1, 5
CN(C)/C=C(/C(=O)c1ccccc1)n1cncn1
 : 3, -10, -6, 0, -14, -21, 16, 3, 10
CC1=C(C(=O)OCC2CCCO2)C(c2ccc(F)cc2)NC(=O)N1 (stereo unspecified)
 : -2, -11, 2, 0, -3, -14, -12, 7, 6
c1ccc(CCNc2nnnn2-c2ccccc2)cc1
 : 6, 10, 2, -1, -9, -10[20 µM], 14, 4, 18
Cc1cccc(/C=C2/SC(=O)N(Cc3ccccc3Cl)C2=O)n1
 : 2, -7, -10, -2, -14, -10[20 µM], 7, -1, 4
CCOCCCNC(=O)Cn1cc2c(n1)CCCC2
 : -2, -8, 0, 3, 5, -18, 3, 2, 4
O=C(O)CCC(C(=O)O)n1c(O)c(C2=c3ccccc3=NC2=O)sc1=S (stereo unspecified)
 : 1, -4, -12, -1, -15, -6, -3, 2, 14
O=C(C1CCN(S(=O)(=O)c2ccc(Br)s2)CC1)N1CCc2ccccc21
 : 1, -6, -1, 2, -14, -17[20 µM], -12, 4, 10
CCC1CCc2c(sc(NC(=O)c3ccco3)c2C(N)=O)C1 (stereo unspecified)
 : 1, -5, -12, -4, -8, -2[20 µM], 14, 0, 12
O=c1[nH]cnc2ccccc12
 : 3, -3, -5, 1, -5, -17, 11, 11, 9
CCOc1ccccc1N1CCN(C(=O)C2c3ccccc3Oc3ccccc32)CC1
 : 2, -9, -8, -4, -26, 2[20 µM], 3[5 µM], 2, 2
COC(=O)C1=C2SC(C)C(=O)N2C(N)=C(C#N)C1c1ccc(OC)c(OC)c1 (stereo unspecified)
 : -2, -2, -10, 4, -9, -6, 10, 7, 11
C=CCNc1oc(-c2ccc(OC)cc2)nc1C#N
 : 0, -4, -15, -1, -11, -12[20 µM], 0, 4, 9
CS/C(=N/S(=O)(=O)c1ccc(C)cc1)c1ccccc1
 : 4, -6, 27, -4, -1, -9, 6, 3, 6
CC(C)(C)c1c(Cl)c(O)c(-c2ccccc2)c(=O)n1-c1ccccc1
 : 2, 4, -4, 5, 12, -12, -1, 4, 8
C=CCOc1ccccc1/C=C/C(=O)O
 : -3, -10, 3, 3, -20, -11, 6, 5, 4
O=C(c1nn2cccnc2c1Cl)N1CCN(c2ccccc2)CC1
 : 3, -3, -3, -1, -6, -21[20 µM], 34, 2, 12
COc1ccc(-c2cn3cccnc3n2)cc1NC(=O)c1ccc(Br)o1
 : 3, -1, -9, 2, -19, -4, 25, 6, 11
Cc1c(Cl)c([N+](=O)[O-])nn1CCCC(=O)Nc1cccc(Cl)c1Cl
 : -6, -1, 1, 4, -14, -9, -5, 11, 5
Oc1[nH]c2ccc(Br)cc2c1N=NC(=S)Nc1ccc(F)cc1
 : 3, -3, -17, 0, -1, -3, -17, 2, 12
COc1ccc(C(=O)CSc2n[nH]c(C)n2)cc1[N+](=O)[O-]
 : 2, 4, -6, -1, -10, -14, 8, 6, 9
O=C(CCc1ccccc1)NCC(=O)N/N=C/c1ccc2c(c1)OCO2
 : 0, -7, -4, 1, -9, -9, 11, 9, 4
NS(=O)(=O)c1ccc(N/N=C/c2ccccn2)c([N+](=O)[O-])c1
 : 0, 1, -27, -1, -4, -4, 27, 1, 0
COc1ccc(NC(=O)CN(C)CC(=O)Nc2cccc(S(=O)(=O)N(C)c3ccccc3)c2)cc1
 : -3, -6, -2, 3, -4, -17, 2, 5, 3
CC(=O)N1[C@H](Cc2ccccc2)C=C[C@]1(C)C(=O)NCCc1c[nH]c2ccccc12
 : -5, -6, 2, 4, -8, -9, 16, 7, 10
CCN1/C(=C2\C(=O)N(C)C(=S)N2C)C=Cc2cc(C)ccc21
 : -2, -8, -11, 10, -9, -8, 0, 18, 11

These rows are one share of the data; rates above refer to the full screens.
